# KCNK3 inh: human KCNK3 channel inhibition, primary screen. 0.84% of 340,000 active. CHO-KCNK3 thallium flux, FluxOR fluorescence; hits give low values. AID 602410. B-score at 10 µM. O14649;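 active = B-score under library mean minus 4 SD, starting fluorescence ratio at most library mean plus 5 SD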;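 note: more negative B-score means stronger inhibition of thallium flux through KCNK3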
# KCNK9 inh: inhibitors of human KCNK9 two-pore domain potassium channel | HEK293 KCNK9, FluxOR thallium flux fluorescence; hits give low values | 1.2% of 310,000 active | B-score at 10 µM;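 active = ratio B-score over 3 SD below the library mean, with starting fluorescence within 5 SD of its mean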;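 note: negative B-score means less thallium flux so channel inhibition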
# KCNQ1 block: human KCNQ1 channel inhibition; CHO-K1 KCNQ1, FluxOR thallium flux fluorescence; hits give high values; P51787; B-score at 10 µM; 1.3% of 310,000 active;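 active = compounds whose thallium flux B-score, printed positive for inhibition, exceeds three library SD while starting fluorescence stays within three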;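 note: channel opened by potassium depolarization with thallium stimulus after 20 min compound exposure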
# Target sequence (P51787 whole entry, looked up): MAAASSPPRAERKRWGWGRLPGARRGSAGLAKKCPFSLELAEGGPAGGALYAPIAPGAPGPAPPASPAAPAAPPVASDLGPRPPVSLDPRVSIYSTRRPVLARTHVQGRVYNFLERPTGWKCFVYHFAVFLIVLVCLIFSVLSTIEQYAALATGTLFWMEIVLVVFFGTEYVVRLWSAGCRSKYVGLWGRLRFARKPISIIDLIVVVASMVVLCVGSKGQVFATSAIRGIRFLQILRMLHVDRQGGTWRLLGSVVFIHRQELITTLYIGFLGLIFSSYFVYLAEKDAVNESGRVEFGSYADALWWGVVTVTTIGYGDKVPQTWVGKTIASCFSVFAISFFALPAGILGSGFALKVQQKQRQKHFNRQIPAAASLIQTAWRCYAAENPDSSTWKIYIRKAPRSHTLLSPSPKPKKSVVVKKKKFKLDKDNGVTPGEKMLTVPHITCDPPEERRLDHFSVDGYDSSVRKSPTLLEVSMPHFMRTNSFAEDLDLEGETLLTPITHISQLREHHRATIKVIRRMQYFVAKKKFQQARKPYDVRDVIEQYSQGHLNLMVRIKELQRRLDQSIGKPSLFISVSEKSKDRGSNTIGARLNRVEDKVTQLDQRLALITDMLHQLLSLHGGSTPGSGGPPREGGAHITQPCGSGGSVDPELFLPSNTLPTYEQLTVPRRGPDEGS
# hERG rescue: shields human hERG channel from block by proarrhythmic agents; Q12809; CHO-hERG, FluxOR thallium flux, dofetilide IC70 present; activation (rescue from dofetilide block), less the hit threshold, % at 10 µM; 0.51% of 310,000 active; AID 1511;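 active = activation above the mean of controls blocked by dofetilide plus 5 SD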;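 note: thallium influx through hERG after potassium depolarization seen as dye fluorescence rise; in these data hits start at about 4.7%; inactives centre near -7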
# KCNQ1 pot: human KCNQ1 channel potentiation or activation; P51787; CHO-K1 KCNQ1, thallium flux FluxOR fluorescence; hits give high values; B-score at 10 µM; 0.35% of 310,000 active;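 active = fluorescence ratio B-score, a plate-corrected score, at least three library SD, with initial intensity B-score within 5 SD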
#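 System: Stable KCNQ1 CHO-K1 line | Incubation: 90 min dye loading and 20 min compound exposure, both at room temperature | Measure: Ratio B score | Medium: Assay buffer for compound exposure, DMSO matched across wells | Compound dosing: Single-concentration screen | Probe or stimulus: K+/Tl+ depolarizing stimulus | Measured by: Kinetic FluxOR fluorescence, 10 s baseline plus 110 s post-stimulus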
# TRPC4 potent: allosteric potentiators of mouse TRPC4 channel. Q9QUQ5. HEK293 TRPC4beta/mu-opioid, DAMGO EC20, Fluo-4 Ca2+ flux; hits give high values. B-score at 10 µM. 0.42% of 310,000 active. AID 2227;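 active = B-score of calcium response area above 5 SD of library B-scores, with initial fluorescence ratio within 5 SD of library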;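 note: B-score of integrated fluorescence ratio over time as area under calcium response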
# DYRK1A inh: inhibitors of rat Dyrk1A kinase; ADP-Glo luminescence, NFATc1 peptide; 0.43% of 310,000 active; Q63470; AID 504441; inhibition, % at 12.5 µM; in the data active = inhibition above about 50%;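 note: plate controls were vehicle with enzyme for no effect and no enzyme for full effect; many of its hits are not listed in these tables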
# HDAC3 inh: human HDAC3 inhibition; O15379; recombinant HDAC3, fluorogenic peptide/trypsin coupled, fluorescence; inhibition, % at 8.3 µM; 0.15% of 320,000 active; in the data active = inhibition above about 26%, passing the limit was not always enough; inconclusive = no clear call, values can overlap the other calls
# Target sequence (O15379 whole entry, looked up): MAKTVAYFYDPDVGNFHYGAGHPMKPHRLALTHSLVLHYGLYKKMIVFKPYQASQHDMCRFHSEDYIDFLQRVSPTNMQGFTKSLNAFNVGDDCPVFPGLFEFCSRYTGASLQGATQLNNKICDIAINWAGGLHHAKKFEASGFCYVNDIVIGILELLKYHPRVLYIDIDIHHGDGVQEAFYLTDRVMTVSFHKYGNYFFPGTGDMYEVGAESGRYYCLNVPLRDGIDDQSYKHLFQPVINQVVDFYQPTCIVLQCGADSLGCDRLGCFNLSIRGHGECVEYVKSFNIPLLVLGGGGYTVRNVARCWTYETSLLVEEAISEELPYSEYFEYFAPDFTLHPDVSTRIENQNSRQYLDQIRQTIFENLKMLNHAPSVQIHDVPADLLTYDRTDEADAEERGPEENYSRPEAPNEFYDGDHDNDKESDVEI
# TMEM16A inh: inhibitors of mouse TMEM16A calcium-activated chloride channel; normalized B-score (activity score, 25-100; higher = stronger inhibition) at 10 µM; Q8BHY3; 1.2% of 310,000 active; HEK293 TMEM16A/YFP iodide influx fluorescence, ionomycin; AID 588511;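 active = ratio plate-corrected score three or more library SD toward inhibition, starting fluorescence score within five deviations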;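 note: score derived from kinetic fluorescence span divided by baseline fluorescence per well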
# TRPC4 agonist: opens the mouse TRPC4 cation channel | Q9QUQ5 | HEK293 TRPC4beta/mu-opioid, Fluo4 calcium fluorescence; hits give high values | B-score at 10 µM | 0.49% of 310,000 active | AID 2237;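 active = B-score above 5 SD of library B-scores, and initial fluorescence ratio not above library mean plus 5 SD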;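 note: positive B-score marks a calcium rise read as TRPC4 activation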
#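 Material: TRPC4beta and mu-opioid receptor HEK293 stable cells | Incubation: 45 min room-temperature Fluo4 loading, 110 s read | Detection: Kinetic Fluo4 calcium fluorescence | Measure: Integrated baseline-normalised fluorescence ratio, converted to per-well B score | Benchmarks: Low control buffer alone, high control maximal DAMGO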
# ANO1 activ: activators or potentiators of mouse TMEM16A chloride channel; AID 623877; HEK293 TMEM16A/YFP-H148Q/I152L, iodide quench fluorescence; hits give low values; Q8BHY3; 0.3% of 340,000 active; B-score at 10 µM;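 active = fluorescence-ratio B-score plate-corrected deviation score at least 3 library SD below zero, with starting fluorescence score within 5 deviations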;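 note: channel opened by trigger with iodide after compound preincubation; score built on the fluorescence ratio of max minus min over baseline; more negative score means more quench and so TMEM16A activation or potentiation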
# The depositor's hits bear a star; i = inactive; ? = inconclusive; . = not tested or not shown; & = joins results of further samples. This is a subset; rates above refer to the full screens.
No.	Structure	KCNQ1 pot	KCNK3 inh	ANO1 activ	KCNK9 inh	KCNQ1 block	TRPC4 agonist	TRPC4 potent	HDAC3 inh	hERG rescue	TMEM16A inh	DYRK1A inh
1	CC(C)C[C@H](NC(=O)c1[nH]cnc1C(=O)N[C@@H](C)C(=O)OCc1ccccc1)C(=O)OC(C)(C)C	i	i	i	i	i	i	i	?	-12	i	2
2	Cc1ccccc1NC(=O)COC(=O)CN1C(=O)NC(C)(C)C1=O	i	i	i	i	i	i	i	-1	-4	i	3
3	COc1ccc(OC)c(CC(=O)NC(c2ccccc2)c2ccccc2)c1	i	i	i	i	i	i	i	0	-9	i	1
4	COc1ccc(N2CCN(CC(=O)N3c4ccccc4CC3C)CC2)cc1 (centres undefined)	i	i	i	i	i	i	i	-1	-6	i	-2
5	CNC(=O)/C(C#N)=C\c1ccc(CNS(=O)(=O)c2ccccc2)o1	i	i	i	i	i	i	i	3	-4	i	-1
6	Cc1c(S(=O)(=O)Nc2ccc3c(c2)OCCO3)cnn1C	i	i	i	i	i	i	i	0	-6	i	-7
7	CCCNC(=O)C1CCN(c2nc(C)cc(C)n2)CC1	i	i	i	i	i	i	i	-1	-8	i	-2
8	COc1ccc(NC(=O)Nc2ccc(F)c(Cl)c2)cc1	i	i	i	i	9*	i	i	7	-13	i	-5
9	COc1cc(NC(=O)c2cccs2)ccc1NC(=O)c1cc2ccccc2o1	i	i	i	i	i	i	i	-10	-2	i	-2
10	CCN(CC)CCNC(=O)CNC(=O)c1nn(-c2ccc(OC)c(OC)c2)c(=O)c2ccccc12	i	i	i	i	i	i	i	1	-6	i	0
11	O=C(c1ccccc1NS(=O)(=O)c1cccs1)N1CCCC1	i	i	i	i	i	i	i	-11	-9	i	6
12	COc1ccccc1OC(=O)CCN1c2ccccc2Sc2ccccc21	i	i	i	i	i	i	i	1	-8	i	-3
13	Cc1nc(N2CCOCC2)nc(N2CCC(C)CC2)c1[N+](=O)[O-]	i	i	i	i	i	i	i	3	-5	i	.
14	COc1ccc(NC(=S)Nc2ccccc2)cc1	i	i	i	i	i	i	i	2&1	-4&-9	i	3
15	O=C(Nc1nnc(C2CC2)s1)c1cc(Cl)sc1Cl	i	i	i	i	i	i	i	4	-12	i	-1
16	CC(=O)Cc1nsc(NC(=O)c2c(-c3ccccc3Cl)noc2C)n1	i	i	i	i	i	i	i	7	-1	i	-1

# Pulled by compound from the entries so far (2):
No.	Structure	KCNQ1 pot	KCNK3 inh	ANO1 activ	KCNK9 inh	KCNQ1 block	TRPC4 agonist	TRPC4 potent	HDAC3 inh	hERG rescue	TMEM16A inh	DYRK1A inh
12	COc1ccccc1OC(=O)CCN1c2ccccc2Sc2ccccc21	i	i	i	i	i	i	i	1	-8	i	-3
13	Cc1nc(N2CCOCC2)nc(N2CCC(C)CC2)c1[N+](=O)[O-]	i	i	i	i	i	i	i	3	-5	i	.

# Next section.
No.	Structure	KCNQ1 pot	KCNK3 inh	ANO1 activ	KCNK9 inh	KCNQ1 block	TRPC4 agonist	TRPC4 potent	HDAC3 inh	hERG rescue	TMEM16A inh	DYRK1A inh
17	COc1cccc(C(=O)Nc2ccc(NC(C)=O)cc2)c1	i	i	i	i	i	i	i	-4	-8	i	4
18	CS(=O)(=O)ON=C1CCN(S(=O)(=O)c2ccccc2)CC1	i	i	i	i	i	i	i	-12	-1	i	-4
19	Cc1cc(S(=O)(=O)NC2CC(C)(C)NC(C)(C)C2)c(Cl)cc1Cl	i	i	i	i	i	i	i	1	-5	i	-3
20	Cc1ccccc1C(=O)c1ccc2c(c1)n(C)c(=O)n2C	i	i	i	i	i	i	i	2	-12	i	-4
21	CCOc1cc(CNn2cnnc2)cc(Cl)c1OCC(=O)NC(C)(C)C	i	i	i	i	i	i	i	10	-1	i	-6
22	O=C(CN1C(=O)S/C(=C\c2ccc(F)cc2)C1=O)NC1C=CS(=O)(=O)C1 (centres undefined)	i	i	i	i	i	i	i	-3	-5	i	1
23	Cc1ccc(NC(=O)COc2cccnc2[N+](=O)[O-])cc1S(=O)(=O)N1CCCCC1	i	i	i	i	i	i	i	0	-10	i	3
24	Cc1ccc(NC(=O)C2CCCN(S(=O)(=O)c3cccc4cccnc34)C2)cc1 (centres undefined)	i	i	i	i	i	i	i	-3	-7	i	-6
25	CC(C)c1ccc(NC2CCCN(C(=O)CCn3cnnn3)C2)cc1 (centres undefined)	i	i	i	i	i	i	i	-2	-8	i	-7
26	Cc1nn(-c2ccc(F)cc2)c(Cl)c1/C=C/C(=O)OCC(=O)Nc1ccc(F)cc1F	i	i	i	i	i	i	i	1	1	i	1
27	Cc1cc(C(=O)N2CCCC(CNS(=O)(=O)c3cccs3)C2)nn1C (centres undefined)	i	i	i	i	i	i	i	-14	-15	i	2
28	COc1ccccc1OCC(=O)N1CCC2(CC1)CC(=O)c1ccccc1O2	i	i	i	i	i	i	i	-11	-10	i	14
29	COc1ccc(OC)c2c1cc(C(=O)N[C@H](C(=O)N1CCC[C@H]1C(=O)O)C(C)C)n2C	i	i	i	i	i	i	i	-9	-3	i	15
30	COc1ccc(CCC(C)NCc2ccccc2OC)cc1 (centres undefined)	i	i	i	i	i	i	i	8	-9	i	-4
31	O=C(NNC(=O)C1CC=CCC1)c1ccccc1O (centres undefined)	i	i	i	i	i	i	i	-5	-3	i	3
32	Oc1c(Br)cc(Br)cc1CNc1nccs1	i	i	i	i	i	i	i	1	-8	i	-1
33	CCSC(=Nc1ccccc1)Nc1ccccc1	i	i	i	i	i	i	i	3	-7	i	-1
34	CCOC(=O)N1CCC(NC(=O)c2ccc(CO)c(C(=O)NC3CCN(C(=O)OCC)CC3)c2)CC1	i	i	i	i	i	i	i	-13	-10	i	-7
35	O=C(COC(=O)c1ccc(Br)o1)NC1CCCCC1	i	i	i	i	i	i	i	-1	1	i	-7
36	CCn1ncc(/C=N/NS(=O)(=O)c2ccc(Cl)cc2)c1C	i	i	i	i	i	i	i	4	-10	i	-16
37	COc1cccc(OCc2nc3ccccc3c(=O)n2N)c1	i	i	i	i	i	i	i	2	-11	i	1
38	CCCCn1nnnc1NCc1cc(OC)c(OC)cc1OC	i	i	i	i	i	i	i	-4	-5	i	-8
39	NC(=O)CC(NC(=O)Cc1ccc(Cl)cc1)c1ccc(NCCCN2CCCC2=O)c([N+](=O)[O-])c1 (centres undefined)	i	i	i	i	i	i	i	5	-10	i	-9
40	C=C1CCN([C@@H](CC(C)C)C(=O)NCCCc2ccccc2)S(=O)(=O)c2ccccc21	i	i	i	i	i	i	i	12	-11	i	.
41	Cc1nn(-c2ccccc2)c2nc(-c3cccs3)cc(C(=O)NN)c12	i	i	i	i	i	i	i	3	-23	i	-3
42	O=S(=O)(NCCc1ccccc1)c1ccc(-n2cnnn2)cc1	i	i	i	i	i	i	i	-3	-5	i	0
43	Cn1c(=O)c2c([nH]c(=S)n2CCCc2ccccc2)n(C)c1=O	i	i	i	i	i	i	i	41*	-4	i	-3
44	CCc1cc(C(=O)N2CCCC(C(=O)c3ccc(Oc4ccccc4)cc3)C2)n(C)n1 (centres undefined)	i	i	i	i	i	i	i	2	-7	i	6
45	O=C(NCCC(=O)N1CCNC1=O)OCc1ccccc1	i	i	i	i	i	i	i	-2	-6	i	10
46	O=C(NCCC1=CCCCC1)C1CCC(CNc2nc(=S)[nH]c3ccccc23)CC1 (centres undefined)	i	i	i	i	i	i	i	0	-11	i	-5
47	Cc1cc(NC(=O)CSc2ncnc3sc(C)c(C)c23)no1	i	i	i	i	i	i	i	-3	-18	i	.
48	CCCCCn1c(=S)[nH]c2cc(C(=O)N3CCN(C(=O)OCC)CC3)ccc2c1=O	i	i	i	i	i	i	i	0	-9	i	3
49	COc1ccc(-c2cnn(-c3ccccc3)c2N)cc1OC	i	i	i	i	i	i	i	-1	0	i	-1
50	CCOC(=O)C1=C(C)NC(=O)NC1c1ccc(Br)o1 (centres undefined)	i	i	i	i	i	i	i	1	-7	i	-1
51	O=C(NCC(c1cccs1)N1CCOCC1)c1cc(-c2ccccn2)nc2ccccc12 (centres undefined)	i	i	i	i	i	i	i	-2	-16	i	-2
52	Cc1ccnc(NC(=O)CN(C)S(=O)(=O)c2cccc3nsnc23)c1	i	i	i	i	i	i	i	1	-2	i	2
53	C=CCn1c2ccccc2c2nnc(SCCN3CCCCC3)nc21	i	i	i	i	i	i	i	8	-10	i	-5
54	Cc1nc(CCN2C(=O)c3ccccc3C2=O)n[nH]1	i	i	i	i	i	i	i	11	-8	i	0
55	COc1cc(/C=N/NC(=O)c2cc3c(ccc4ccccc43)o2)cc(OC)c1O	i	i	i	i	i	i	i	-5	-5	i	0
56	COc1ccc(NC(=O)C2C(c3ccccc3)C2(Cl)Cl)cc1 (centres undefined)	i	i	i	i	i	i	i	1	-7	i	-1
57	Cc1ccc(/C=N/n2c(-c3cccnc3)n[nH]c2=S)o1	i	i	i	i	i	i	i	1	-4	i	0
58	COc1ccc([N+](=O)[O-])cc1NC(=S)NC(C)=O	i	i	i	i	i	i	i	3	-10	i	1
59	COc1ccc(CCNC(=O)COc2ccc3c(C)cc(=O)oc3c2)cc1OC	i	i	i	i	i	i	i	3	-7	i	-1
60	COc1cccc(C(c2nnnn2Cc2ccccc2)N2CCN(C(=O)c3ccco3)CC2)c1OC (centres undefined)	i	i	i	i	i	i	i	4	-21	i	1
61	Cc1c(Cl)cccc1NS(=O)(=O)c1cn(C)c(=O)n(C)c1=O	i	i	i	i	i	i	i	3	-5	i	-1
62	COc1ccc(C(C)=O)c(OC(=O)c2ccco2)c1	i	i	i	i	i	i	i	6	-1	i	-1
63	CN1CCN(c2ccc(CNS(=O)(=O)Cc3cccc(C(F)(F)F)c3)cc2)CC1	i	i	i	i	i	i	i	3	-21	i	.
64	CN1C(CC(=O)c2ccccc2)CCCC1CC(O)c1ccccc1 (centres undefined)	i	i	i	i	i	i	i	1	-7	i	1
65	CC1CCCCN1C(=S)Nc1ccc2nc3n(c(=O)c2c1)CCCCC3 (centres undefined)	i	i	i	i	i	i	i	4	-6	i	-2
66	CNC(=O)CN1C(=O)COc2ccc(S(=O)(=O)N3CCCCCC3)cc21	i	i	i	i	i	i	i	-2	-4	i	-5
67	C/C(=N\NC(=O)CNc1cccc(Cl)c1C)c1cccs1	i	i	i	i	i	i	i	1	-8	i	0
